aSyn yeast inh – inhibitors of alpha-synuclein toxicity in yeast; Yeast expressing alpha-synuclein, growth rescue, BacTiter-Glo, 24 h; Potency, µM (titrated, usually from 46.1 µM), for inactives: at the highest dose growth rescue (activation), usual class: activators; hit rate 0.14% among 370,000; further: potency means the concentration at half of the fitted maximal effect; % of control where 0% means no effect; nearly all actives have a fitted effect of over 65% in size
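Readout is rescue of growth in alpha-synuclein-expressing yeast, so inhibitors of toxicity appear as activators. Growth after 24 hr at 30 deg C in galactose medium is quantified by luminescence.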
Mm-Cpn inhibitor – inhibitors of Methanococcus maripaludis chaperonin (MmCpn); Potency, µM (top dose mostly 76.9 µM), for the others: top-dose activity, negative = inhibition, actives largely listed as inhibitors; hit rate 0.031% among 330,000; purified Mm-Cpn ATPase, ADP Transcreener TR-FRET; AID 504842; further: potency means the concentration at half of the fitted maximal effect; on the % scale 0 is the no-effect control and ±100 the full control effect; nearly all actives have a fitted effect of over 80% in size
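TR-FRET (320 nm excitation; 590 and 665 nm emission) reports ADP made from 10 uM ATP by 25 nM enzyme; compounds were preincubated 10 min, reaction run 30 min, both at 37°C.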
PTHR1 agonist – PTHR1 (human) receptor agonism. HEK293 GP2 PTHR1 cells, GloSensor cAMP luminescence, 1 h. Potency, µM (top dose mostly 115 µM), without a hit: at the highest dose activation, hits mostly activators. hit rate 0.075% among 410,000; further: potency means the concentration at half of the fitted maximal effect; nearly all actives have a fitted effect of over 55% in size; some results filed as inactive show a strong effect at the top dose; inactives centre near -15; many of its hits are not listed in these tables
Target sequence (Q03431 whole entry, looked up): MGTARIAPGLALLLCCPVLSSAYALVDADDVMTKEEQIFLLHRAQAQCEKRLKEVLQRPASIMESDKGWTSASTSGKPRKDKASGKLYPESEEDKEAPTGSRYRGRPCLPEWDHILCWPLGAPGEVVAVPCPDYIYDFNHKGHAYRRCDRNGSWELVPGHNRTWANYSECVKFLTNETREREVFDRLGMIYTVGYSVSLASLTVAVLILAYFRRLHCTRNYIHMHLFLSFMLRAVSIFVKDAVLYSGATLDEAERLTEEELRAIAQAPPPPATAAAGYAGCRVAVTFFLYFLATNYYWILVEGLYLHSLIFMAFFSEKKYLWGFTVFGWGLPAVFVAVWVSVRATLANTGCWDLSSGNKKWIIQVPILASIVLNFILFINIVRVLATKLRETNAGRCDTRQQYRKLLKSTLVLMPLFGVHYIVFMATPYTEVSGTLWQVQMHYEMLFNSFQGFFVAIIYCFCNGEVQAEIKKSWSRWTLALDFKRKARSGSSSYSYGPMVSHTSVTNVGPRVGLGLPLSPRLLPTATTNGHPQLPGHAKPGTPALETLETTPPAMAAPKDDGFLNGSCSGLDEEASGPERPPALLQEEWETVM
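HEK-293-derived GP2 cells expressing PTHR1 and a GloSensor cAMP reporter, 3,000/well, plated overnight, given luciferin plus IBMX (each 0.5 mM as added) for 1 h at 37 °C, then compound for 1 h at 37 °C. Luminescence was read after 15 min at room temperature.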
GLP1R cytotox – cytotoxic in the GLP-1 receptor inverse agonist counter-screen; HEK293 cAMP-luciferase reporter cells, luminescence, 24 h; Potency, µM (series often up to 38.3 µM), without a hit: at the highest dose activity change, negative = inhibition, hits mostly inhibitors; hit rate 0.13% among 410,000;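 further: loss of luciferase light is scored as toxicity; potency means the concentration at half of the fitted maximal effect; on the % scale 0 is the no-effect control and ±100 the full control effect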
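Seeding density was 200 cells/uL; after overnight-length (12 h) culture, 23 nL compounds went on for 24 h at 37 °C. Readout used a luciferase detection reagent, luminescence taken after 12 min at room temperature.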
TDP-43 yeast inh – rescues yeast growth from TDP-43 toxicity. AID 652104. TDP-43 expressing yeast growth rescue, BacTiter-Glo, 24 h. hit rate 1.8% among 410,000. Potency, µM (titrated, usually from 46.1 µM), for inactives: at the highest dose growth rescue (activation), most hits filed as activators; further: potency means the concentration at half of the fitted maximal effect; % of control where 0% means no effect; nearly all actives have a fitted effect of over 50% in size
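Yeast expressing TDP-43 (pregrown in raffinose, seeded at OD600=0.02 in galactose medium) exposed to compounds 24 hr at 30 deg C. Growth read by BacTiter-Glo luminescence; rescue of toxicity appears as increased signal.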
FUS yeast rescue – rescues growth of FUS-expressing yeast; S. cerevisiae FUS-expressing, growth rescue, OD600, 24 h; Potency, µM (doses to about 76.6 µM), for the others: at the highest dose growth rescue (activation), hits mostly activators; hit rate 0.24% among 390,000;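 further: potency means the concentration at half of the fitted maximal effect; plate controls were DMSO vehicle for no effect and reference control for full effect; nearly all actives have a fitted effect of over 55% in size; some results filed as inactive show a strong effect at the top dose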
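Yeast FUS proteinopathy model; galactose-induced FUS (2%), starting OD 0.005. Cpds in dilution series, 24hr, 30C, 99% humidity. Abs 600 nm growth. Pos ctrl CP55940 (top 92uM final); neg ctrl DMSO.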
GLP-1R inv ag – acts as inverse agonist at human GLP-1 receptor. Potency, µM (highest dose often 38.3 µM), for inactives: at the top dose activity change, negative = inhibition, actives largely listed as inhibitors. P43220. hit rate 1.6% among 410,000. AID 624417. HEK293 GLP-1R CRE-luciferase, luminescence, 24 h; GLP-1R form is constitutively active; further: potency means the concentration at half of the fitted maximal effect; on the % scale 0 is the no-effect control and ±100 the full control effect; nearly all actives have a fitted effect of over 55% in size
Target sequence (P43220 whole entry, looked up): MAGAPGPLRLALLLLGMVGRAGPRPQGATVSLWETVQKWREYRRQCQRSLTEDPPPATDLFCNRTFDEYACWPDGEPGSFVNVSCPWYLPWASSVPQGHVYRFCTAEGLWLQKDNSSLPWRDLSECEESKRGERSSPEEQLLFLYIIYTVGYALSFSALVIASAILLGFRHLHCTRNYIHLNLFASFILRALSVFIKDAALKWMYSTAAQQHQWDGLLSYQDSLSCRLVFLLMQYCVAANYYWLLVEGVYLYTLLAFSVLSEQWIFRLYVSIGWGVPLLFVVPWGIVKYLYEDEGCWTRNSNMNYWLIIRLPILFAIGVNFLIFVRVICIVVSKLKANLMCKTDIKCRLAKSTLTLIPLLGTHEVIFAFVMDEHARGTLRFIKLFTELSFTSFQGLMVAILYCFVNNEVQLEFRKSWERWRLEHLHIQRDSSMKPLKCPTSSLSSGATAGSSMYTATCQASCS
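Cells are plated, allowed 12 hours at 37 deg C, then treated with compounds for 24 hr before luciferase detection reagent is added and luminescence is read after 12 min at room temperature. The HEK293 line carries constitutively active GLP-1R with a cAMP-responsive reporter.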
Abeta rescue – restores growth of yeast expressing A-beta42 peptide | yeast expressing A-beta42, growth rescue, OD600, 48 h; response scale: 0% DMSO, 100% iron-clioquinol control | Potency, µM (highest dose often 46.1 µM), for inactives: at the top dose growth rescue, hits mostly activators | hit rate 0.063% among 410,000 | AID 1347071; further: potency means the concentration at half of the fitted maximal effect; nearly all actives have a fitted effect of over 55% in size
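Growth rescue measured by 600 nm absorbance after 48 h yeast culture at 30 C with compound. Values normalized between DMSO and an equimolar ferric chloride plus clioquinol control.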
pAkt inh – inhibitors of Akt phosphorylation; hit rate 0.32% among 360,000; activity change, % for hits at 50 µM; Neuro2A IGF-stimulated pAkt S473 HTRF, 20 min; stronger effect = lower value; in the data active means activity change below about -80%; inconclusive means mostly about -51% to -80%; further: on the % scale 0 is the no-effect control and ±100 the full control effect
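Single-point screen (50 µM final compound) in Neuro2A cells stimulated 20 min with 6 nM IGF at 37 deg C. After lysis, Ser473-phosphorylated Akt read by HTRF (ex 330 nm, em 615/665 nm) as the 665/615 ratio.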
The depositor's hits bear a star; i = inactive; ? = inconclusive; . = no result given; & = joins results of further samples; [ ] = remark or other dose. Unless noted, the call rests on the fitted dose curve; in most records, active means well fitted curve in the direction sought with a large enough effect; inconclusive means small, poorly fitted or top-dose-only effect, or another doubt; inactive means no such curve, though single readings can be large; an effect the other way counts as inactive or inconclusive. A portion of the library; count on the stated rates, not on these rows.

Order of values: pAkt inh | Mm-Cpn inhibitor | PTHR1 agonist | GLP1R cytotox | aSyn yeast inh | FUS yeast rescue | GLP-1R inv ag | Abeta rescue | TDP-43 yeast inh
[1] CC(=O)Nc1ccc(NS(=O)(=O)c2ccc(CN3C(=O)c4cccnc4C3=O)cc2)cc1
→ i | 1% | i | -9% | -8% | 24% | 24% | -9% | -11%
[2] CCOC(=O)C(=O)Nc1nccs1
→ i | 0% | -15% | -17% | 8% | -32% | 7% | 0% | -5%
[3] Cn1c(=O)c2c(ncn2CC(=O)N/N=C/C=C/c2ccco2)n(C)c1=O
→ i | -1% | -3% | 2% | -2% | 18% | 14% | -16% | -26%
[4] Cn1c(CNC(=O)c2ccc3c(c2)OCO3)nnc1SCC(=O)Nc1ccc(F)cc1F
→ i | 1% | -1% | 5% | -5% | -17% | -15% | -7% | -12%
[5] Cc1nnsc1SCCNC(=O)c1ccc(F)cc1
→ i | 1% | -19% | -1% | 1% | . | 0% | 13% | -7%
[6] CN(C)S(=O)(=O)c1cc(NC(=O)CN2CCOCC2)ccc1Cl
→ i | 0% | -9% | -3% | 7% | 1% | 19% | -14% | 6%
[7] Cc1ccc(NC(=O)c2ccc3c(c2)OCCO3)cc1S(=O)(=O)Nc1cccc(Cl)c1
→ i | ? | -11% | -23% | 0% | . | 0% | -5% | 8%
[8] CCc1cc2c(cc3c(=O)n(CC(=O)NC4CCC(C)CC4)nc(CC)n32)s1 (stereo not given)
→ . | . | 19% | 1% | . | 23% | 5% | -8% | 18%
[9] Cc1cccc(CS(=O)(=O)Cc2ccc(C(=O)NC(C)c3ccccc3)o2)c1 (stereo not given)
→ i | 4% | -18% | -3%&4% | 0% | 8%&15% | ? | 12%&-4% | 20%&19%
[10] Cc1cc(C)c2sc(N(CCN(C)C)C(=O)c3c(F)cccc3F)nc2c1
→ i | 1% | -26% | -14% | 5% | 19% | 7.1µM* | -2% | -10%
[11] CN(C)c1ccc(/C=N/NC(=O)c2nnn(-c3nonc3N)c2COc2ccc(F)cc2)cc1
→ i | 0% | -19% | 9% | -6% | 5% | 8% | -3% | -17%
[12] CC(=O)c1cc(-c2ccccc2)n(CCC(=O)NC2CCCCCCC2)c1C
→ i | 0% | ? | 1% | -21% | -75%[inhibitor] | ? | -53%[inhibitor] | -5%
[13] Cc1cccc(N=N/C(=C\O)C(=O)c2cccs2)c1
→ i | 1% | 25% | ? | -56%[inhibitor] | 22% | ? | -75%[inhibitor] | -91%[inhibitor]
[14] Cc1ccc(OCC(=O)Nc2nnc(SCc3cc(=O)n4cccc(C)c4n3)s2)cc1
→ . | . | i | 0% | -3% | 6% | 4% | -12% | 23%
[15] CCC1Oc2ccc(C)cc2N(CC(=O)N2CCN(c3ccccc3OC)CC2)C1=O (stereo not given)
→ . | . | -94%[inhibitor] | 4% | . | -3% | 5% | -6% | 23%
[16] CCOC(=O)CNC(=S)N(Cc1ccccc1)Cc1ccccc1F
→ i | 1% | -52%[inhibitor] | 1% | -2% | 33% | ? | ? | -13%[9.22 µM]
[17] Cc1ccc(CNC(=O)C2CC(=O)N(c3ccc(OCC(=O)N4CCCC4)cc3)C2)cc1 (stereo not given)
→ . | 2% | i | 2% | 0% | 4% | -2% | 0% | -3%
[18] Cc1nnc(NC(=O)CCCOc2ccccc2)s1
→ i | 0% | i | 0% | -6% | -12% | 4% | -6% | -6%
[19] Cc1c(C(C)C)c(=O)n(-c2ccc(S(=O)(=O)N3CCOCC3)cc2)n1C
→ i | 3% | -16% | 10% | 5% | -9% | 31%[activator] | -12% | -11%
[20] CNC(=O)NC(=O)C(C)OC(=O)CCCSc1nc2ccccc2s1 (stereo not given)
→ i | -1% | i | 6% | 4% | -3% | -11% | 22% | 13%
[21] CCOc1cccc2sc(N(CCCN(C)C)C(=O)c3ccc(S(=O)(=O)N4CCc5ccccc5C4)cc3)nc12
→ i | -1% | -25% | -7% | 0% | ? | ? | 14% | 1%
[22] Cc1ccc(S(=O)(=O)c2nc(-c3cccs3)oc2NCCCN(C)C)cc1
→ i | -9% | -14% | ? | 0% | . | -14% | 21% | 4%
[23] CC(=O)N1CC2(CC(c3ccc(Cl)cc3Cl)=NO2)CN1c1cccc(Cl)c1 (stereo not given)
→ i | . | -70%[inhibitor] | 1% | 0% | 37% | ? | -21% | 3%
[24] Cc1ccc(-c2cn3c(n2)sc2cc(C(=O)NCCCc4ccccc4)ccc23)c(C)c1
→ . | . | i | 0% | . | -1% | 3% | 4% | 24%[9.22 µM]
[25] O=C(NNC(=O)c1cccs1)c1ccc(Cl)c([N+](=O)[O-])c1
→ i | 3% | -19% | -11% | -3% | -19% | 1% | 0% | 13%
[26] COc1ccc(CNS(=O)(=O)NCc2ccccc2)cc1
→ i | 3% | i | -2% | 0% | 25% | 0% | 0% | -18%[0.397 µM]
[27] CCCOC(=O)CCCC[C@H]1SC[C@@H](NC(=O)OC)[C@H]1NC(=O)OC
→ i | -2% | -12%[57.5 µM] | 50%[activator] | 2% | 1% | -4% | 11% | 10%
[28] Cc1cccc(C(=O)Nc2ccc(C(=O)c3ccncc3)cc2)c1
→ i | . | -91%[inhibitor] | -5% | -1% | -24% | 8% | 5% | 24%
[29] CSCCC(NC(=O)COc1ccccc1)C(=O)N(C)Cc1ccc(Cl)cc1Cl (stereo not given)
→ i | 0% | -22% | 6% | ? | ? | ? | 15% | -14%
[30] CCC(=O)Nc1c(-c2ccccc2)c(=O)c2ccccc2n1C
→ i | -1% | -36% | 43%[activator] | -18% | 17% | 1% | -15% | -21%
[31] CC(C)(C)n1nnnc1C(c1ccccn1)N(Cc1ccccc1)Cc1ccc(Cl)cc1 (stereo not given)
→ i | . | i | -14% | -8% | 20% | ? | 9% | -22%
[32] CCOC(=O)c1ccccc1NC(=O)Cn1cnc2c(nnn2-c2ccc(C)cc2)c1=O
→ i | 1% | -10% | -3% | -7% | -24% | 4% | 5% | 3%
[33] CCOC(=O)C1=CCN(S(=O)(=O)c2ccc(Br)cc2)C1c1ccccc1 (stereo not given)
→ i | . | -15% | -1% | 11% | 15% | ? | 4% | 19%
[34] Cc1ccccc1NC(=O)CNc1ccccc1N1CCCCC1
→ i | -2% | -5% | 15% | 12% | 1% | 7.9µM* | ? | ?
[35] Cc1ccccc1NC(=S)NC(C)CCc1ccccc1 (stereo not given)
→ i | 0% | i | ? | 10% | 1% | ? | ? | 16%
[36] Cc1cccc(N(C(=O)c2snc(C(N)=O)c2N)C(C(=O)NCC2CCCO2)c2ccc(N(C)C)cc2)c1 (stereo not given)
→ i | 0% | -42%[inhibitor] | 11% | -3% | 4% | 4% | -1% | 6%
[37] COCCCNC(=O)CCn1c(=O)c2ccccc2n(CC(=O)Nc2c(C)cccc2C)c1=O
→ i | -1% | i | -3% | 3% | -1% | 5% | 6% | 22%
[38] COCCn1c(=O)[nH]c2cc(C(=O)N3CCN(c4cc(C)ccc4C)CC3)ccc2c1=O
→ i | 0% | -14% | 10% | 1% | -6% | ? | -11% | -3%
[39] O=S(=O)(c1ccc(F)cc1)n1ccc(-c2cccc(OCc3ccc(Cl)cc3Cl)c2)n1
→ i | 1% | -6% | 22% | -2% | -7% | -20% | 3% | -6%
[40] Cc1cc(C)n(-c2ccc(OCC(=O)O)nn2)n1
→ i | -1% | i | -1% | 2% | 14% | 0% | -17% | -12%
[41] CCc1ccc(OC)c(S(=O)(=O)Nc2ccccc2C)c1
→ i | 0% | -18%[57.5 µM] | 1% | 18% | 6% | -19% | 7% | 6%
[42] CN(Cc1ccccc1)c1nc2c(c(=O)n(C)c(=O)n2C)n1CCSc1ncccn1
→ i | 3% | -7% | 13% | 12% | -9% | 7% | -2% | 10%
[43] Cc1onc(-c2ccccc2Cl)c1C(=O)NC1CCS(=O)(=O)C1 (stereo not given)
→ i | 0% | -3% | 1% | 0% | -20% | 10% | -3% | 12%
[44] Nc1cc(-c2ccc(Br)cc2)nn1S(=O)(=O)c1ccccc1
→ i | 3% | -70%[inhibitor] | -11% | 0% | -12% | -9% | -5% | 8%
[45] CCOC(=O)c1ccc(N2CCN(c3ccccc3F)CC2)c(NC(=O)Nc2ccccc2)c1
→ i | -5% | -16% | 1% | 1% | 15% | 2.5µM* | -10% | -2%
[46] COCCN=c1scc(-c2cccs2)n1/N=C(\C)c1ccco1
→ i | -2% | -65%[inhibitor] | 11% | -1% | 1% | -12% | -9% | 17%
[47] CCOc1cc(/C=C/C(=O)Nc2ccc(C(=O)NCCN(CC)CC)cc2)ccc1OCC(C)C
→ i | -2% | -37% | ? | -8% | ? | ? | 0% | 12%
[48] CSCC[C@H](N)C(=O)N1CCC(C(=O)N[C@@H](C)C(=O)NCc2ccc(F)cc2)CC1
→ i | -1% | i | -28% | -2% | -9% | -13% | -8% | 5%
[49] COc1ccc(-c2[nH]c(-c3ccc(Cl)cc3)nc2SCC(=O)Nc2nccs2)cc1
→ i | 3% | -32%[inhibitor] | -25% | -1% | -10% | ? | -13% | -3%
[50] COc1ccc(S(=O)(=O)N2CCCCC2)cc1Br
→ i | 0% | i | -7% | 0% | -3% | ? | -4% | 23%
[51] CCN(Cc1ccccc1)C(=O)c1cccnc1
→ i | 1% | 2% | -13% | -2% | 5% | 8% | 0% | -26%[1.82 µM]
[52] Cc1cc(=O)oc2c(C)c(OCC(=O)NCCCN3CCOCC3)ccc12
→ i | -8% | 1% | -1% | -4% | 6% | 15% | 10% | 2%

Bioassay records from PubChem.
